# Screening results deposited in PubChem by National Center for Advancing Translational Sciences (NCATS).
# BAZ2B inh: qHTS Assay for Inhibitors of BAZ2B; Bromodomain adjacent to zinc finger domain protein 2B (Homo sapiens), Q9UIF8; AlphaScreen BAZ2B-H3K14Ac peptide displacement; Potency, µM (top dose mostly 114 µM), without a hit: at the top dose activity change, negative = inhibition, actives largely listed as inhibitors; hit rate 4.4% among 360,000; also: % is scaled to controls: 0 for no effect and ±100 for the full control effect; nearly all actives have a fitted effect of over 60% in size
#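 AlphaScreen displacement of biotin-H3(5-23)K14Ac peptide (50 nM final) from BAZ2B (50 nM final) in PBS pH 7.4, 0.01% Tween-20; complex preformed 30 min RT, then compounds (top 110 uM) 30 min RT, beads 20 min dark.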
# Pol beta inh: qHTS Assay for Inhibitors of DNA Polymerase Beta. P06746. Potency, µM (top dose mostly 114 µM), for inactives: at the highest dose activity change, negative = inhibition, actives largely listed as inhibitors. hit rate 1.3% among 340,000. AID 485314, 2010. Pol beta primer extension/strand displacement, fluorescence kinetic; also: % is scaled to controls: 0 for no effect and ±100 for the full control effect
#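 Pol beta (10 nM) and compounds were preincubated 15 min at room temperature, then 50 nM substrate (final) started primer extension/strand displacement. Reads were taken at 0 and 10 min; concentration-response data were fitted to a four-parameter Hill equation.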
# Pol kappa inh: qHTS for Inhibitors of Polymerase Kappa | purified Pol kappa, fluorescent DNA synthesis assay, 10 min | Potency, µM (series often up to 107 µM), without a hit: at the top dose activity, negative = inhibition, hits mostly inhibitors | hit rate 0.53% among 400,000 | AID 588579, 2011; also: % is scaled to controls: 0 for no effect and ±100 for the full control effect
#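 10 nM Pol kappa was preincubated with compounds for 15 min at room temperature. Reaction started with 50 nM (final) substrate. Fluorescence read kinetically at 0 and 10 min.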
# POLI inh: qHTS for Inhibitors of Polymerase Iota; Potency, µM (titrated, usually from 115 µM), without a hit: top-dose activity, negative = inhibition, hits mostly inhibitors; Pol iota fluorescent replication assay, 10 min; AID 588590, 2011; DNA polymerase iota (Homo sapiens), Q9UNA4; hit rate 1% among 390,000
#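 Fluorescent replication assay read twice, at 0 min and 10 min after adding 50 nM (final) substrate. Enzyme (10 nM) and compounds were first incubated 15 min at room temperature; enzyme-free buffer wells were negative controls.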
# G9a block: qHTS Assay for Inhibitors of Histone Lysine Methyltransferase G9a; G9a H3K9 monomethylation, AlphaScreen, 2 h; Potency, µM (titrated, usually from 102 µM), without a hit: top-dose activity, negative = inhibition, hits mostly inhibitors; hit rate 8.8% among 350,000; also: % is scaled to controls: 0 for no effect and ±100 for the full control effect; nearly all actives have a fitted effect of over 75% in size
# Target sequence (Q96KQ7 913-1193 limits assumed): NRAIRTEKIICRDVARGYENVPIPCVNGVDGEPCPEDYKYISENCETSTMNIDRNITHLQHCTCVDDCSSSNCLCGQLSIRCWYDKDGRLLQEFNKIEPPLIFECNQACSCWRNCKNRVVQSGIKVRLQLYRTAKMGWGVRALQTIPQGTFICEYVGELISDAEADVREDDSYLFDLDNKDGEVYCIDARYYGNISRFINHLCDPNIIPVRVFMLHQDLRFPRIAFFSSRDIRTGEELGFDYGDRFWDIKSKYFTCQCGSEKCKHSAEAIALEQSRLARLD
#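 G9a (20 nM) preincubated 15 min RT with compounds, then 500 nM biotinylated H3K9 peptide and 20 uM SAM added; 2 h RT reaction. Monomethyl-H3K9 product detected by AlphaScreen with anti-H3K9me1 antibody, streptavidin donor and anti-rabbit IgG acceptor beads.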
# APE1 inh: qHTS Assay for Inhibitors of the Human Apurinic/apyrimidinic Endonuclease 1 (APE1) | Potency, µM (highest dose often 65.8 µM), inactives show at the highest dose activity change, negative = inhibition, actives largely listed as inhibitors | hit rate 0.35% among 350,000 | AID 2517, 2012 | DNA repair nuclease/redox regulator APEX1 (Homo sapiens), P27695 | recombinant APE1, TAMRA/BHQ-2 abasic DNA cleavage fluorescence;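 also: plate controls were vehicle for no effect and reference inhibitor for full effect; nearly all actives have a fitted effect of over 55% in size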
# Target sequence (P27695 whole entry, looked up): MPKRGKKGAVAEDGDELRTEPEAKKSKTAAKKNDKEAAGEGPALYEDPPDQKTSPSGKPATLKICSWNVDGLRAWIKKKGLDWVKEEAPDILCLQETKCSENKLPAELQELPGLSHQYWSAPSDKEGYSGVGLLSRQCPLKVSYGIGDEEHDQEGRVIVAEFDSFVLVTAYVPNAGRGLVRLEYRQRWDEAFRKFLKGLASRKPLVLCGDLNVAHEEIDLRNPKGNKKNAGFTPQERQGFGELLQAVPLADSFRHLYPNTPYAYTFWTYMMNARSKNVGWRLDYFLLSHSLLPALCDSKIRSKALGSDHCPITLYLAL
#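 Readout is kinetic fluorescence (ex 525, em 598 nm) from cleavage of 50 nM TAMRA/BHQ-2 THF abasic duplex by 0.75 nM APE1, compound added 15 min beforehand at RT.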
# BLM helicase inh: qHTS Assay for Inhibitors of Bloom's syndrome helicase (BLM) | recombinant BLM DNA unwinding, fluorescence dequenching | Potency, µM (top dose mostly 56.1 µM), for the others: top-dose activity change, negative = inhibition, actives largely listed as inhibitors | hit rate 0.2% among 350,000 | AID 2528, 2010;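 also: plate controls were vehicle for no effect and no enzyme for full effect; nearly all actives have a fitted effect of over 35% in size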
# Anesthetic bind: qHTS Assay for Identification of Novel General Anesthetics; Ferritin light chain (Equus caballus), P02791; apoferritin/1-aminoanthracene competitive binding, fluorescence; Potency, µM (titrated, usually from 77.5 µM), for the others: top-dose activity change, negative = displacement, hits mostly inhibitors; hit rate 0.074% among 350,000; AID 485281, 2010; also: % is scaled to controls: 0 for no effect and ±100 for the full control effect; nearly all actives have a fitted effect of over 20% in size
# Target sequence (P02791 2-175 limits assumed): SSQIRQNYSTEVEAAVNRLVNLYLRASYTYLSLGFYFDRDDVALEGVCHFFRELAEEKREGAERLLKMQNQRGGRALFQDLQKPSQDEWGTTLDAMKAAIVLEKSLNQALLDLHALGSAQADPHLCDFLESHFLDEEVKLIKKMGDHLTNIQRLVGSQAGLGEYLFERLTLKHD
#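 Probe: 1-aminoanthracene (50% saturated, PBS). Protein: horse-spleen apoferritin, 10 uM. Incubation: 10 min, room temperature. Detection: 380 nm excitation, 535 nm emission. Analysis: normalized response, four-parameter Hill.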
# POLH inh: qHTS for Inhibitors of Polymerase Eta. recombinant Pol eta, fluorescent DNA replication assay. hit rate 1.2% among 390,000. Potency, µM (highest dose often 114 µM), inactives show at the highest dose activity change, negative = inhibition, usual class: inhibitors; also: % is scaled to controls: 0 for no effect and ±100 for the full control effect
#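 Pol eta at 10 nM preincubated with compounds 15 min at room temperature; reaction started with fluorescent substrate (50 nM final) and read kinetically at 0 and 10 min.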
# Starred values were filed as active, the others as inactive; ? = inconclusive; . = no result given; & = joins results of further samples; [ ] = another dose, or the depositor's remark. Calls follow the shape of the dose curve; as a rule, active = well fitted curve in the direction sought with a large enough effect; inconclusive = small, poorly fitted or top-dose-only effect, or another doubt; inactive = no such curve, though single readings can be large; an effect the other way counts as inactive or inconclusive. Potency is read from the fitted curve at half-maximal effect. Only part of the results is shown; the hit share may differ from the screen's.
SMILES | BAZ2B inh | Pol beta inh | Pol kappa inh | POLI inh | G9a block | APE1 inh | BLM helicase inh | Anesthetic bind | POLH inh
Cc1ccc(C(NC(=O)N2CC(C)OC(C)C2)C(Cl)Cl)cc1F (stereo not drawn) | 34%[activator] | 3% | -2% | 9% | 79µM* | 2% | 0% | -4% | -18%
O=C(Nc1ccc(N2CCOCC2)cc1)C1CC(O)CN1S(=O)(=O)c1ccc(Cl)cc1 (stereo not drawn) | ? | -1% | -11% | -8% | -4%[59 µM] | ? | -1% | -6% | 5%
CCOC(=O)C1=C(C)N=c2s/c(=C\c3cccn3C)c(=O)n2C1c1cccc(OC)c1OC (stereo not drawn) | ? | 0% | 8% | 3% | ? | 3% | -13% | 4% | 3%
CCOc1nc(SCCOc2ccccc2)nc(N(C)C)n1 | 109%[activator] | 11% | -14% | 4% | 78%[activator][59 µM] | 12% | -7% | -7% | -2%
COc1cccc(C(=O)Nc2ccccc2-c2nc3ccccc3s2)c1 | 0% | 5% | -12% | ? | 25%[59 µM] | . | -4% | 16% | -18%
O=C(Nc1nnc(-c2ccc(F)cc2)o1)c1ccco1 | 50µM* | ? | -6% | 10% | 27%[12.7 µM] | 0% | -3% | -13% | -14%
COc1ccc(C2(C)NC(=O)N(CC(=O)NCCC3=CCCCC3)C2=O)cc1OC (stereo not drawn) | 1% | -25% | -3% | 9% | ? | 1% | -1% | ? | -9%
O=C(O)C1C2C=CC3(O2)C1C(=O)N1c2ccccc2COC13 (stereo not drawn) | -19% | -17% | 1% | -10% | -27%[59 µM] | -1% | 0% | -2% | -17%
COc1cc(/C=C2\C(=N)N3N=C(S(C)(=O)=O)SC3=NC2=O)ccc1OS(=O)(=O)c1ccc(C)cc1 | 50µM* | 100µM* | ? | 20µM* | 10%[59 µM] | -32% | -13% | -21% | 32µM*
O=C(O)c1cccc(Sc2ccc(Br)cc2C(=O)O)c1 | -10% | . | -12% | 1% | 5%[2.33 µM] | -1% | . | . | -1%
Cc1ccccc1C(=O)NNC(=S)NC(=O)c1cccnc1 | -3% | -3% | -13% | -7% | 6.3µM* | 6% | 4% | -8% | -1%
Cc1ccc(Cl)cc1NC(=O)Cn1nc(-c2cccs2)ccc1=O | -11% | ? | -9% | ? | -3% | 68%[activator] | -7% | ? | -27%
CCOc1cc(C(F)(F)F)cnc1/C(N)=N/O | -37% | -1% | -5% | -12% | ? | 1% | 0% | -4% | 12%
CC(C)CC(=O)Nc1ccc2c(c1)oc1ccccc12 | -4% | 4% | -20% | 9% | 27% | -7% | 0% | -20% | 7%
CCOc1ccc(N2CC(C(=O)Nc3cccc(S(=O)(=O)NC4=NCCC4)c3)CC2=O)cc1 (stereo not drawn) | -25% | -3% | 5% | 26% | 5% | 7% | -2% | -5% | -17%
CCCCNC(=O)c1onc(CSc2cccc(OC)c2)c1C(=O)O | -1% | 21% | 7% | 17% | 4%[59 µM] | -6% | -2% | -11% | -5%
O=C(CCCCCn1c(=S)[nH]c2ccc(N3CCOCC3)cc2c1=O)NCc1ccc2c(c1)OCO2 | -17% | 0% | 2% | 129%[activator] | 7% | 3% | -1% | 3% | -1%
Cc1cccc(CS(=O)(=O)Cc2ccc(C(=O)NC(C)c3ccccc3)o2)c1 (stereo not drawn) | -12%&1% | 4%&26% | 0% | -11%&14% | 8%&-1%[59 µM] | 11% | -4%&1% | -12%&0% | -16%&-16%
O=C(Nc1ccc2c(c1)OCO2)C1CCN(c2ccc(S(=O)(=O)N3CCOCC3)cc2)CC1 | ? | 9% | 2% | 3% | -41% | 10% | -7% | ? | -7%
COc1cc(C(=O)NCc2ccc(F)cc2)cc(Cl)c1OC | -4% | -11% | -10% | 167%[activator] | 16%[59 µM] | -6% | -4% | -3% | -20%
Cc1ccccc1OCC(=O)Nc1ccc(S(=O)(=O)N(Cc2ccccc2)c2ccccc2)cc1 | -4% | 14% | 3% | 2% | -6%[59 µM] | . | -5% | 72%[activator] | 1%
Cc1ccc(NC(=O)c2cnc(SCC(=O)N3CCOCC3)n(C)c2=O)cc1 | -3% | 5% | -6%[60.1 µM] | 26% | 10%[59 µM] | . | 3% | -8% | -20%
CC(=O)NC(c1cc(Cl)c2ccccc2c1O)C(C)C (stereo not drawn) | -3% | . | -3% | -10% | -13%[0.501 µM] | 23%&4% | . | . | -17%
Cc1cc(/C=C2\C(=O)NN(c3ccccc3)C2=O)c(C)n1-c1ccccc1O | -1% | 2% | -24% | -13% | 1%[59 µM] | ? | -6% | 0% | -10%
NC(=O)Cn1cc(C(=O)C(=O)N2CCOCC2)c2ccccc21 | 7% | 15% | 5% | -16% | 59%[activator] | -3% | -1% | 0% | -7%
CC[C@H](C)[C@H](NC(N)=O)C(=O)Nc1ccc2c(c1)OCO2 | -11% | -2% | 3% | 33% | 7% | 2% | -4% | -4% | -7%
CCN1CCN(C(c2ccc(C(F)(F)F)cc2)c2ccc3cccnc3c2O)CC1 (stereo not drawn) | 28µM* | -14% | -6% | 158%[activator] | 2.5µM* | 53% | -8% | ? | -14%
COc1ccc(S(=O)(=O)Nc2ccc(F)c(F)c2)cc1Cl | -4% | -6% | -6% | 1% | -22% | 0% | -16% | -3% | 8%
C[C@H](CO)N1C[C@H](C)[C@@H](CN(C)C(=O)Nc2ccc(C(F)(F)F)cc2)Oc2c(cccc2N(C)C)C1=O | . | . | -21% | 9% | . | 24% | . | . | -1%
C[C@@H]1NC(=O)c2cc([N+](=O)[O-])cc(I)c2OCC[C@@H](C(=O)NC(CC(=O)O)C(N)=O)NC(=O)[C@H](CC(N)=O)NC1=O (stereo partly drawn) | ? | -25% | -6% | ? | 25µM* | 0% | -3% | -14% | -16%
O=C(O)CCCCCNS(=O)(=O)c1cccc2c1C(=O)c1ccccc1C2=O | 36%[activator] | 7% | -5% | ? | ? | 0% | -2% | 6% | -12%
CS(=O)(=O)c1ccc2nc(NC(=O)c3cccc([N+](=O)[O-])c3)sc2c1 | -5% | ? | 8% | 36%[activator] | ? | -11% | -22% | -5% | -8%
Cc1ccc(S(=O)(=O)N2CCN(C(=O)N3CCOCC3)CC2)cc1C | 0% | -15% | -7% | 118%[activator] | 2%[0.501 µM] | -8% | -2% | -3% | -19%
COc1cccc(-c2cc(=O)c3cc(NC(=O)c4ccc(C)cc4)ccc3[nH]2)c1 | . | . | -15%[60.1 µM] | . | ? | -4% | 2%[75.6 µM] | 33%[activator][110 µM] | .
C/C=C/C(=O)OCC(=O)Nc1cc([N+](=O)[O-])ccc1Cl | 0% | 11% | -15% | 5% | 8%[59 µM] | -1% | 1% | -10% | -19%
CCN(CC(=O)NCc1ccc(F)cc1)C(=O)/C=C/c1ccc(OC)cc1 | 1% | 8% | -3% | 14% | 14% | 29% | -1% | -5% | 0%
Cc1occc1C(=O)NC(C)C12CC3CC(CC(C3)C1)C2 (stereo not drawn) | -15% | -1% | -3% | 35%[activator] | . | -4% | -4% | ? | -9%
CCCCn1c(N)c(N(CCOC)C(=O)COc2ccc(OCC)cc2)c(=O)[nH]c1=O | 3% | . | -26% | -14% | -6%[0.501 µM] | 28% | . | . | -20%
CN(C)S(=O)(=O)c1ccc(NC(=O)CN2CCN(c3ccccn3)CC2)cc1 | 6% | 13% | 6% | 3% | 1% | 19% | -5% | -6% | -7%
CC1(C)CC(=O)C(N=Nc2c(Cl)cc(Cl)cc2Cl)=C(O)C1 | ? | 20% | -5% | -9% | 4%[59 µM] | 11% | 1% | 0% | ?
CN(C(=O)c1cc(COc2c(F)cccc2F)on1)C1CCOC1 (stereo not drawn) | -1% | 50% | -7% | 40%[activator] | . | -5% | 6% | -9% | -1%
COCc1cc(=O)c2ccccc2o1 | . | . | 2% | 2% | . | 12% | . | . | -5%
O=S(=O)(c1cccs1)N1CCN(Cc2nc3ccccc3s2)CC1 | 2% | 1% | -6% | 19% | 11%[59 µM] | 5% | -7% | 5% | -11%
COc1ccc(CN2CC(C(=O)NCCN3CCOCC3)CC2=O)cc1 (stereo not drawn) | 4% | -22% | -16% | 4% | -18%[12.7 µM] | 2% | 0% | -4% | 6%
O=C(O)CSC(C(=O)Nc1ccc(C(F)(F)F)cc1)c1ccccc1 (stereo not drawn) | -5% | -1% | -6% | -8% | 12%[59 µM] | -2% | 2% | 0% | -12%
O=C(C1CCCN(Cc2ccc([N+](=O)[O-])cc2)C1)N1CCCCC1 (stereo not drawn) | 56µM* | 23% | 13% | 27% | 28µM* | 13% | 1% | -3% | -5%
O=C(NC1CCCCC1)c1cc(F)cc2c1OCOC2 | 0% | 20% | 7% | 21% | . | 17% | -9% | -3% | -11%
CCOc1ccc(/C(O)=C2/C(=O)C(=O)N(c3ccccn3)C2c2ccc(F)cc2)c(C)c1 (stereo not drawn) | -10% | 23% | -2% | 22% | 28µM* | 1% | -6% | -19% | -10%

# Ordered by the number under Pol beta inh (high to low): 3 from the list above
molecule	BAZ2B inh	Pol beta inh	Pol kappa inh	POLI inh	G9a block	APE1 inh	BLM helicase inh	POLH inh
CN(C(=O)c1cc(COc2c(F)cccc2F)on1)C1CCOC1 (stereo not drawn)	-1%	50%	-7%	40%[activator]	.	-5%	6%	-1%
O=C(O)CSC(C(=O)Nc1ccc(C(F)(F)F)cc1)c1ccccc1 (stereo not drawn)	-5%	-1%	-6%	-8%	12%[59 µM]	-2%	2%	-12%
COc1ccc(CN2CC(C(=O)NCCN3CCOCC3)CC2=O)cc1 (stereo not drawn)	4%	-22%	-16%	4%	-18%[12.7 µM]	2%	0%	6%
